# tim10-1 inh: growth inhibitors of tim10-1 mutant yeast; S. cerevisiae tim10-1 ts strain growth, BacTiter-Glo, 24 h; inhibition, % at 20 µM; 330,000 tested, 2.2% active; AID 463190;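 active = inhibition of at least 40%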;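 also: mutant grown at 25 °C; 0% = DMSO wells with yeast and 100% = wells holding no yeast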
# mIAP activ: increases mouse intestinal alkaline phosphatase activity | muIAP, CDP-Star luminescence, 30 min; stronger effect = higher value; 1 = vehicle-only enzyme signal, 0 = enzyme-free wells | activation factor at 10 µM | 330,000 tested, 0.24% active | AID 2805;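 active = activation factor of at least 2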; also: the source names both 10 and 20 µM as test concentration; values of inactives mirror those of a sister screen read the other way
#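 System: Mouse IAP enzyme | Also added: CDP-Star substrate | Dosing: Compounds dispensed in DMSO | Schedule: 30 min enzyme-substrate-compound incubation at room temperature | Technique: Chemiluminescence readout | Control set: DMSO-only wells and no-enzyme negative control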
# mIAP block: mouse IAP inhibition; purified mouse IAP, CDP-Star luminescence, 30 min; inhibition, % at 10 µM; 330,000 tested, 0.2% active;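 active = inhibition of at least 40% at 10 µM in the primary screen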;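 also: plate controls were DMSO with enzyme for no effect and no enzyme wells for full effect; values of inactives mirror those of a sister screen read the other way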
# NALP3 yeast inh: NALP3 inhibition in yeast; inhibition, % at 10 µM; 330,000 tested, 0.39% active; AID 2825; Yeast reconstituted NLRP3/ASC/caspase-1, beta-gal luminescence, 24 h;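 active = inhibition of 50% or more; inactive = inhibition below 50%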;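 also: plate controls were induced DMSO wells for no effect and uninduced yeast grown without galactose for full effect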
# hIAP act: human IAP activation. P09923. purified human IAP, CDP-Star luminescence, 30 min; stronger effect = higher value; 1 = vehicle-only enzyme, 0 = enzyme-free background. activation factor at 10 µM. 330,000 tested, 0.16% active;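 active = activation factor of the enzyme at least 2-fold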; also: the source names both 10 and 20 µM as test concentration; values of inactives mirror those of a sister screen read the other way
# Target sequence (P09923 whole entry, looked up): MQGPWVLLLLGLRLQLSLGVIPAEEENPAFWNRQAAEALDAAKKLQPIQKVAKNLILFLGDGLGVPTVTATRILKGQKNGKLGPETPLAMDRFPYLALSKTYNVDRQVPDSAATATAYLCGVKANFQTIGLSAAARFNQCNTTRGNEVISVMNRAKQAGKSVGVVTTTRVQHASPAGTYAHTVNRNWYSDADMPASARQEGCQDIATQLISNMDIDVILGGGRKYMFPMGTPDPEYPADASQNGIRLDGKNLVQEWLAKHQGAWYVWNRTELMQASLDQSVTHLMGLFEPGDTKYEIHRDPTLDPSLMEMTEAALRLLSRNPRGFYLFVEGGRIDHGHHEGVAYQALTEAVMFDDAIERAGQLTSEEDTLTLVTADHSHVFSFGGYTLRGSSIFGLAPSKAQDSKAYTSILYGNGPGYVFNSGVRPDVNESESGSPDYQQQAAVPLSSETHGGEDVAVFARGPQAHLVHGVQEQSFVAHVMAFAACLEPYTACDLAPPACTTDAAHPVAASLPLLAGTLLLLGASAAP
# hIAP block: blocks human intestinal alkaline phosphatase | inhibition, % at 10 µM | purified IAP, CDP-Star luminescence, 30 min | 330,000 tested, 0.12% active;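 active = inhibition reaching a set limit with compound at 10 µM in the primary screen, cut at about 35% in these data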;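 also: plate controls were DMSO wells with enzyme for no effect and no-enzyme buffer wells for full effect; values of inactives mirror those of a sister screen read the other way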
# TIM10 inh: growth inhibitors of TIM10 yeast strain; S. cerevisiae TIM10 strain growth, BacTiter-Glo luminescence, 24 h; 330,000 tested, 1.4% active; inhibition, % at 10 µM;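 active = inhibition of 40% or more at the single tested concentration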;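 also: wild-type TIM10 isogenic control strain grown at permissive 25 °C; 0% = DMSO yeast wells and 100% = minimal medium wells without yeast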
# ATG4B inh: blocks human ATG4B protease cleavage of LC3 substrate; Q9Y4P1; ATG4B cleavage of LC3-PLA2, NBD-HPC fluorescence, 1 h; inhibition, % at 8.33 µM; 340,000 tested, 0.51% active; in the data active = inhibition above about 40%
# Target sequence (Q9Y4P1 whole entry, looked up): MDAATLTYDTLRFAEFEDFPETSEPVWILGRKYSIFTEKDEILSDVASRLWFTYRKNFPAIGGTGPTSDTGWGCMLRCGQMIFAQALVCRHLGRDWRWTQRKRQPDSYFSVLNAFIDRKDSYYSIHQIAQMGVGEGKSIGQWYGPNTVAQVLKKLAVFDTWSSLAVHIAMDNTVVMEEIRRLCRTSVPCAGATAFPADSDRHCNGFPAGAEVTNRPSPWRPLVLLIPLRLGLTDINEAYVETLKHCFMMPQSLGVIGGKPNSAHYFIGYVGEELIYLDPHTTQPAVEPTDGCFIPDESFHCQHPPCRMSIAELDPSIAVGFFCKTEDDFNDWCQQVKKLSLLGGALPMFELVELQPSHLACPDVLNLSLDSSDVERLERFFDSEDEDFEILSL
# Apaf1 inhib: human Apaf-1 inhibition; O14727; reconstituted apoptosome caspase-3 activity, DEVD-Rh110 fluorescence; inhibition, % at 20 µM; 330,000 tested, 0.71% active; AID 489030; active = inhibition of at least 40% at 20 µM;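 also: plate controls were DMSO wells for no effect and DEVD-CHO caspase inhibitor wells for full effect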
#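 detection = Rh110 fluorescence intensity | test system = biochemical Apaf-1 apoptosome reconstitution | also added = cytochrome c and DEVD-Rh110 substrate | schedule = 30 min plus 50 min, RT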
# * hit, by the source's call; . = not tested or not shown. Rows were taken by chance; about 4.5% have a hit in one of these screens.
# Value order – tim10-1 inh, mIAP activ, mIAP block, NALP3 yeast inh, hIAP act, hIAP block, TIM10 inh, ATG4B inh, Apaf1 inhib
Cc1ccc(-n2c(CC#N)n[nH]c2=S)c(C)c1
→ 3.8, 1.05, -5.2, 25.9, 0.845, 15.5, 3.6, 11.3, -12.9
CCOC(=O)C1C(=O)CC(C)(O)C(C(=O)OCC)C1c1ccc(NC(C)=O)cc1 (centres undefined)
→ -0.2, 0.995, 0.5, 15.4, 0.936, 6.4, -3.0, 3.6, -6.2
Cc1ccc(C2(C)NC(=O)N(CC(=O)Nc3cc(C)on3)C2=O)cc1 (centres undefined)
→ 3.3, 0.885, 11.5, 7.7, 0.879, 12.1, 3.5, -5.8, -12.4
CC1CCc2sc3ncn4nc(C(=O)NCc5ccco5)nc4c3c2C1 (centres undefined)
→ 7.0, 0.961, 3.9, -17.8, 0.948, 5.2, 4.9, -6.6, 11.6
COc1ccc(NC(=O)C2=Cc3cccc(OC)c3OC2)cc1
→ -9.1, 0.779, 22.1, 22.9, 0.904, 9.6, 7.0, -14.4, -2.1
Cc1ccc(-n2c(C)cc(/C=C3/SC(=O)N(CC(=O)N4CCOCC4)C3=O)c2C)nc1
→ -19.0, 0.919, 8.1, 8.7, 0.987, 1.3, 5.2, 6.9, -18.0
C[C@H](NC(=O)c1nc[nH]c1C(=O)N(C)Cc1ccccc1)C(=O)OC(C)(C)C
→ 7.6, 1.09, -8.8, 8.9, 1.36, -36.0, -9.4, -9.3, 0.4
O=C(COC(=O)C(CO)NS(=O)(=O)c1ccc(Br)cc1)Nc1ccc2c(c1)OCCO2 (centres undefined)
→ 2.4, 0.953, 4.7, 2.0, 0.973, 2.7, 3.5, -2.6, -1.6
COc1ccc(C(=O)CCC(=O)O)c(C)c1
→ 5.2, 0.946, 5.4, 11.3, 1.15, -15.1, -3.6, 5.5, -18.7
O=C(CCCSc1nc2ccccc2[nH]1)Nc1nnc(C2CC2)s1
→ 6.2, 0.818, 18.2, 0.5, 0.984, 1.6, 10.4, -5.0, 0.2
Cc1ccc(OCC(=O)Nc2ccc(N3CCN(C(=O)c4ccco4)CC3)cc2)c(C)c1
→ -13.1, 1.08, -7.6, 3.0, 1.01, -1.3, 8.9, -9.5, 31.0
COc1ccccc1CNC(=O)CN(c1ccc(C)cc1)S(=O)(=O)c1c(C)nn(C)c1C
→ 22.3, 1.01, -1.3, 3.3, 0.956, 4.4, 11.4, -9.4, 2.6
COc1ccc(CC/C(=N\O)C2(O)CCCCC2)cc1
→ -4.5, 0.923, 7.7, 22.5, 0.97, 3.0, -8.6, -6.2, 7.1
CCOC(=O)c1cccc(NC(=O)C2CCCN(S(=O)(=O)c3c(C)n[nH]c3C)C2)c1 (centres undefined)
→ 17.3, 0.97, 3.0, -3.7, 1.18, -17.8, -6.7, -12.0, -1.5
COc1ccc(Br)cc1-c1noc(-c2ccccc2F)n1
→ -9.1, 1.02, -1.9, 19.4, 1.18, -18.1, -15.5, 2.5, 4.4
Cn1nccc1C(=O)NC1CCN(Cc2ccccc2)CC1
→ 0.1, 1.01, -1.4, 20.8, 0.86, 14.0, -6.6, -4.1, 2.6
COc1ccc2c(c1)C(NS(=O)(=O)OCC(Cl)(Cl)Cl)CCC2 (centres undefined)
→ 45.1*, 0.987, 1.3, 9.1, 0.911, 8.9, 27.5, -9.4, 6.6
CCCc1nnc(SCC(=O)N2CCOCC2)n1C
→ -3.7, 0.913, 8.7, -2.9, 0.939, 6.1, 7.4, -10.1, -34.0
CCNC(=S)N/N=C(\C)c1ccc(Cl)s1
→ 14.0, 0.99, 1.0, 9.1, 0.942, 5.8, -14.0, -2.5, 4.0
NC(=O)CSc1nc2sc(-c3ccccc3)cc2c(=O)n1N
→ 16.1, 1.05, -4.7, -6.2, 1.07, -7.5, 11.2, 0.8, 14.7
Cc1ccc(N2CC(C(=O)N3CCC4(CC3)CC(=O)c3ccccc3O4)CC2=O)cc1 (centres undefined)
→ 3.4, 1.09, -8.8, 18.6, 0.858, 14.2, -13.6, -1.4, 12.0
Cc1ccc2c(c1)S/C(=C/c1ccc[n+](C)c1)N2CCO
→ -2.2, 0.834, 16.6, 0.8, 0.888, 11.2, 3.9, -1.0, -0.1
CCc1c(C)sc(NC(=S)Nc2cccnc2)c1C(=O)OC
→ 8.0, 0.905, 9.5, 15.2, 1, -0.1, 2.4, 1.2, 3.1
COc1ccccc1NC(=S)NCCc1ccc(OC)c(OC)c1
→ 19.6, 0.919, 8.1, 11.0, 1.04, -3.9, 13.6, 5.1, -0.6
CCOC(=O)CNC(=O)N1CCCC(CCC(=O)NCc2ccc(F)c(F)c2)C1 (centres undefined)
→ -0.1, 1.02, -1.8, 2.9, 0.911, 8.9, -14.3, 14.3, 4.0
COc1cc(/C=N/NC(=O)COc2ccc(Cl)cc2)ccc1OS(=O)(=O)c1ccc(C)cc1
→ 38.1, 0.84, 16.0, -9.1, 0.972, 2.8, 24.9, -33.7, 16.7
O=C(O)CSc1ncnc2c1sc1nc(-c3ccccc3)c3c(c12)CCC3
→ 8.3, 0.935, 6.5, -14.4, 0.882, 11.8, -8.9, -1.6, -3.1
C=CCn1c2ccccc2c2nnc(SCc3ccc4nonc4c3)nc21
→ 30.0, 0.99, 1.0, -2.9, 0.971, 2.9, 18.1, -3.5, 18.7
CC(=O)C1=C(O)C(=O)N(c2cc(C(C)(C)C)on2)C1c1ccc(Br)cc1 (centres undefined)
→ 22.3, 0.979, 2.1, 4.8, 0.975, 2.5, -6.7, -3.7, 10.4
O=C(CN1CCSCC1)N/N=C/c1cccc(Cl)c1
→ -5.7, 0.981, 1.9, 10.4, 1.12, -12.5, 9.7, -3.0, -0.1

# Additional records
structure	tim10-1 inh	mIAP activ	mIAP block	NALP3 yeast inh	hIAP act	hIAP block	TIM10 inh	ATG4B inh	Apaf1 inhib
O=C(NCc1ccco1)C1(S(=O)(=O)c2ccccc2)CC=CC1	8.5	1.01	-1.4	0.1	1.08	-8.4	6.4	-1.9	-1.6
Cc1cc(C)n2nc(-c3ccc(Cl)cc3)cc2n1	31.6	1.06	-6.5	16.1	0.892	10.8	7.7	-6.0	17.2
CCCOc1ccc(NC(=O)CC2Nc3ccccc3NC2=O)cc1 (centres undefined)	-14.7	1.14	-13.9	17.2	1.08	-7.9	-6.0	2.0	-2.2
COC(=O)c1ccccc1NC(=O)C1CC(=O)N(C2CCCCC2)C1 (centres undefined)	11.3	1.04	-4.2	8.1	0.857	14.3	-4.6	7.8	-2.6
COc1ccc(C(=O)Nc2ccc(Br)cn2)cc1S(=O)(=O)N1CCOCC1	9.7	0.968	3.2	2.2	0.978	2.2	6.0	-3.2	-5.5
O=[N+]([O-])c1cc(S(=O)(=O)Nc2cccc(C(F)(F)F)c2)ccc1-n1nnc2ccccc21	21.6	0.918	8.2	9.7	0.987	1.3	-2.8	12.1	18.1
CCN(CC)C(=O)C1CCN(S(=O)(=O)c2c(C)noc2/C=C/c2cccc(C)c2)CC1	41.2*	1.09	-9.2	-13.3	1.07	-6.7	15.7	9.2	20.9
O=C(N/N=C/c1cccnc1)c1ccc(S(=O)(=O)N2CCCCCC2)cc1	6.1	0.841	15.9	3.9	0.97	3.0	14.7	-4.0	-9.3
S=C(NCc1ccc(Cl)cc1)NC1CCCCC1	30.0	1.37	-37.4	24.2	1.1	-9.6	30.2	21.6	0.0
Cc1ccn(C(=O)c2ccc(NC(=O)CC(C)C)cc2)n1	19.9	1.01	-1.3	3.6	1.18	-18.0	-1.2	1.5	-8.2
CN(C)CCSc1nc(-c2ccccc2)nc2c1CCCC2	11.3	0.853	14.7	29.4	0.875	12.5	10.9	-3.4	-2.9
COc1ccc(-n2c(CN3CCN(c4ccccc4)CC3)nc3ccc([N+](=O)[O-])cc3c2=O)c(OC)c1	12.8	0.956	4.4	23.5	0.892	10.8	23.0	-8.1	18.0
C/C(=N\NC(=O)CSCc1ccc(Cl)cc1)c1ccc(NC(=O)c2ccccc2)cc1	-11.3	1.03	-3.1	17.4	0.943	5.7	-21.9	2.8	12.2
COC(=O)c1sc(S(=O)(=O)N2CCC(C)CC2)c(C(=O)OC)c1C	12.4	1.12	-11.9	15.9	1.22	-22.3	14.7	0.3	35.8
CCOC(=O)c1cc(-c2ccccc2)sc1NC(=S)Nc1cc(C)ccn1	-7.7	1.21	-21.3	11.8	1.39	-39.0	-7.6	-4.6	3.9
O=C(c1cc([N+](=O)[O-])ccc1Cl)N1c2ccccc2Sc2ccccc21	21.2	1.08	-7.9	21.9	0.677	32.3	17.0	0.0	9.6

# Another view of part of the listing above.
COC(=O)c1sc(S(=O)(=O)N2CCC(C)CC2)c(C(=O)OC)c1C
- tim10-1 inh: 12.4
- mIAP activ: 1.12
- mIAP block: -11.9
- NALP3 yeast inh: 15.9
- hIAP act: 1.22
- hIAP block: -22.3
- TIM10 inh: 14.7
- ATG4B inh: 0.3
- Apaf1 inhib: 35.8

CCOC(=O)c1cc(-c2ccccc2)sc1NC(=S)Nc1cc(C)ccn1
- tim10-1 inh: -7.7
- mIAP activ: 1.21
- mIAP block: -21.3
- NALP3 yeast inh: 11.8
- hIAP act: 1.39
- hIAP block: -39.0
- TIM10 inh: -7.6
- ATG4B inh: -4.6
- Apaf1 inhib: 3.9

O=C(c1cc([N+](=O)[O-])ccc1Cl)N1c2ccccc2Sc2ccccc21
- tim10-1 inh: 21.2
- mIAP activ: 1.08
- mIAP block: -7.9
- NALP3 yeast inh: 21.9
- hIAP act: 0.677
- hIAP block: 32.3
- TIM10 inh: 17.0
- ATG4B inh: 0.0
- Apaf1 inhib: 9.6

# (listing goes on)
structure	tim10-1 inh	mIAP activ	mIAP block	NALP3 yeast inh	hIAP act	hIAP block	TIM10 inh	ATG4B inh	Apaf1 inhib
C#CCSc1nc(-c2ccccc2)cc(C(F)(F)F)c1C#N	-21.7	1.01	-1.0	16.5	1.16	-15.5	-18.6	5.3	17.4
CCCCOc1ccc(C(=O)N(C)CC(=O)Nc2ccc(C)cc2)cc1	24.5	1.02	-1.6	26.7	1.17	-17.0	-3.4	-9.6	9.4
CCOc1ccc(-c2nn[nH]n2)cc1OCC	6.4	0.971	2.9	10.8	0.959	4.1	-18.1	-3.5	-5.6
O=C(O)c1cccc2c(/C=N/Nc3ccccn3)c[nH]c12	10.4	1.01	-1.5	1.1	0.799	20.1	-11.4	-1.2	-27.9
CCOC(=O)N1CCN(c2c(NCCc3ccc(OCC)c(OCC)c3)c(=O)c2=O)CC1	20.8	0.941	5.9	-1.4	1.08	-7.8	-6.4	1.2	-1.9
Cc1ccc(S(=O)(=O)N(C)C[C@H]2Oc3c(NC(=O)Nc4cccc5ccccc45)cccc3C(=O)N([C@@H](C)CO)C[C@@H]2C)cc1	19.4	4.39*	-338.8	4.5	1.18	-18.2	8.5	.	12.5
COc1cc(NC(=O)Cn2cnc3sc(C)c(S(=O)(=O)N4CCN(C)CC4)c3c2=O)cc(OC)c1OC	-14.9	1.11	-10.7	6.5	0.941	5.9	-9.0	.	-2.2
CN(CC(=O)Nc1ccccc1Cl)C(=O)COC(=O)c1nc(Cl)c(Cl)c(Cl)c1Cl	31.5	1.03	-2.7	27.8	0.964	3.6	8.8	-3.5	21.8
O=C(Nc1ccc(O)c(C(=O)O)c1)c1ccc2c(c1)C(=O)N(CC1CCCO1)C2=O (centres undefined)	3.4	0.853	14.7	11.4	1.13	-12.9	15.8	-3.4	-18.6

# Compound activity as filed in PubChem BioAssay.
